Eya2 inh: inhibitors of human Eya2 phosphatase activity; AID 488837; recombinant Eya2, OMFP fluorescence dephosphorylation (OMFP is methylfluorescein phosphate); Potency, µM (titrated, usually from 76.9 µM), inactives show at the highest dose activity, negative = inhibition, most hits filed as inhibitors; hit rate 0.006% among 330,000; O00167; also: potency is read from the fitted curve at half-maximal effect; % is scaled to controls: 0 for no effect and ±100 for the full control effect
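Eya2 (0.2 uM) preincubated 10 min at ambient with compound, then OMFP substrate added at 50 uM; 10 min reaction in 50 mM HEPES pH 7.5, 50 mM NaCl, 5 uM MgCl2, 0.05% BSA, 1 mM DTT. Fluorescence read at Ex 485/Em 525 nm.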
USP2a block: blocks human ubiquitin-specific protease USP2a; Potency, µM (doses to about 38.3 µM), inactives show at the highest dose activity change, negative = inhibition, most hits filed as inhibitors; O75604; AID 463254; hit rate 0.01% among 330,000; USP2 core, Ub-CHOP2 coupled fluorogenic reporter, 485/531;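 also: potency is read from the fitted curve at half-maximal effect; plate controls were DMSO wells for no effect and full inhibition by NEM control for full effect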
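Deubiquitinase activity read as fluorescence (485/531 nm) after Ub-CHOP2 cleavage activates the enterokinase reporter on its substrate; USP2 core 10nM, Ub-CHOP2 and substrate 25nM each, 30min compound preincubation then 60min RT; data normalized to NEM, curves fitted.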
PKM2 act: increases activity of human pyruvate kinase M2 | purified PKM2, Kinase-Glo ATP luminescence, activation; response scale: 0% is enzyme alone, no compound | Potency, µM (doses to about 57.5 µM), without a hit: at the top dose activation, most hits filed as activators | hit rate 0.34% among 260,000; also: potency is read from the fitted curve at half-maximal effect; % is scaled to controls: 0 for no effect and ±100 for the full control effect; nearly all actives have a fitted effect of over 55% in size
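Kinase-Glo luminescence reports ATP generated from ADP (0.1 mM) and PEP (0.5 mM) by purified hPK-M2 after 1 h at room temperature, pH 7.2 imidazole buffer; intermediate enzyme activity allows detecting inhibitors and activators.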
ASM inhibitor: human S-ASM enzyme inhibition. AID 504937. hit rate 0.006% among 340,000. Potency, µM (top dose mostly 57.5 µM), for inactives: at the highest dose activity change, negative = inhibition, hits mostly inhibitors. placental ASM, HMU-PC fluorogenic substrate, 60 min; also: potency is read from the fitted curve at half-maximal effect
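Steps: dispense placental human ASM, pin compound, wait 10 min at room temperature, add HMU-PC0 substrate at 9 uM final, incubate 60 min at 37 °C, add stop solution raising pH to 10, read fluorescence.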
BCR signal inh: blocks chronic active B-cell receptor signaling | ABC-DLBCL IkBa-CBG/CBR reporter, luminescence ratio, 4 h | Potency, µM (top dose mostly 46.1 µM), inactives show at the top dose ratio change, negative = lower green/red ratio, most hits filed as inhibitors | hit rate 0.05% among 340,000; active = well fitted inhibition curve with a large enough effect in the signal ratio, with a control signal flat, not every such curve was filed as active; inconclusive = small, poorly fitted or top-dose-only effect, or effect the other way, or a change in a side signal; the % refers to the signal ratio;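 also: potency is read from the fitted curve at half-maximal effect; plate controls were basal doxycycline-induced cells for no effect and cells given 10 µM MG132 for full effect; MG132 reads +100%, hits lower the ratio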
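Cell line TMD8 (human ABC DLBCL), stably expressing tet-inducible CBG68-IkBa fusion and CBR; IMDM/0.5% FBS; cpd up to 46 uM; dox induction, 4 h, 37C/5% CO2; dual luminescence; green/red ratio; MG132 control.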
MBNL1-CUG inh: inhibitors of human MBNL1 binding to CUG repeat RNA; Q9NR56; TR-FRET MBNL1-His/biotin-(CUG)12 binding, 665/545 ratio; Potency, µM (titrated, usually from 57.5 µM), for the others: top-dose activity change, negative = inhibition, usual class: inhibitors; hit rate 0.036% among 280,000; active = well fitted inhibition curve with a large enough effect in the signal ratio, with a control signal flat, not every such curve was filed as active; inconclusive = small, poorly fitted or top-dose-only effect, or effect the other way, or a change in a side signal; inactive = no such curve, though single readings can be large or run the other way; the % refers to the signal ratio; also: potency is read from the fitted curve at half-maximal effect; % is scaled to controls: 0 for no effect and ±100 for the full control effect
Target sequence (Q9NR56 whole entry, looked up): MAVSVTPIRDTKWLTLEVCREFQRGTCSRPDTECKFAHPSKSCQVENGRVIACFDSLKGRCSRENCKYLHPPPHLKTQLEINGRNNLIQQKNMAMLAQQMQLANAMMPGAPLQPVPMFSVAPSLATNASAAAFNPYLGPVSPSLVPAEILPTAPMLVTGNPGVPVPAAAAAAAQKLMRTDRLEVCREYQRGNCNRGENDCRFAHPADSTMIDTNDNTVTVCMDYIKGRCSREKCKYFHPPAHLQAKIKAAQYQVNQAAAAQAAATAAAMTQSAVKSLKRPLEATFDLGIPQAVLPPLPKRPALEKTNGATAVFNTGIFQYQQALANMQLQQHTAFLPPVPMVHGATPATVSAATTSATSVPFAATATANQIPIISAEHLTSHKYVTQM
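Compound titration spanned 92 nM–58 uM against the MBNL1-His/biotin-(CUG)12 complex. After 60 min at room temperature with 5 nM streptavidin-XL665 and 0.055 ng/ul terbium anti-His, ratiometric 665/545 nm emission (Ex 340 nm) normalized to controls.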
TSHR antagonist: blocks TSH signaling through the human TSH receptor; AID 504810; P16473; activity change, negative = inhibition, % at 11.5 µM; hit rate 0.2% among 330,000; TSHR-expressing cells, TSH-stimulated cAMP HTRF, 2 h; stronger effect = lower value;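 active = activity change below a set negative limit, meaning inhibition stronger than a set level, cut at about -70% in these data; inconclusive = activity change between two set negative limits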; also: % is scaled to controls: 0 for no effect and ±100 for the full control effect
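Cell-based HTRF cAMP assay; TSHR cells + compound, TSH EC80 (4nM final), 2 h, 37 deg C. Lysis with anti-cAMP cryptate and cAMP-d2, 30 min RT, read 665/620 nm.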
hERG WT inh: blocks the wildtype human KCNH2 potassium channel | Q12809 | U2OS, BacMam KCNH2, thallium flux FluxOr; stronger effect = lower value | activity change, % at 1.84 µM | hit rate 0.37% among 340,000 | AID 720551;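 active = maximum activity change below -70%; inconclusive = maximum activity change between -70% and -50%; inactive = maximum activity change above -50%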; also: % is scaled to controls: 0 for no effect and ±100 for the full control effect
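U2OS cells were transduced with wild-type KCNH2 virus (2.03 x 10^8 / mL) for 4 h at room temperature, then cultured overnight at 37 C. Thallium flux was read with FluxOr dye. Rate constants were normalized to DMSO controls.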
GALK inh: galactokinase (human) inhibition; Purified GALK, Kinase-Glo residual ATP luminescence; Potency, µM (titrated, usually from 57.5 µM), for the others: top-dose activity change, negative = inhibition, most hits filed as inhibitors; hit rate 0.007% among 270,000; AID 1868; also: potency is read from the fitted curve at half-maximal effect; % is scaled to controls: 0 for no effect and ±100 for the full control effect
Target sequence (P51570 whole entry, looked up): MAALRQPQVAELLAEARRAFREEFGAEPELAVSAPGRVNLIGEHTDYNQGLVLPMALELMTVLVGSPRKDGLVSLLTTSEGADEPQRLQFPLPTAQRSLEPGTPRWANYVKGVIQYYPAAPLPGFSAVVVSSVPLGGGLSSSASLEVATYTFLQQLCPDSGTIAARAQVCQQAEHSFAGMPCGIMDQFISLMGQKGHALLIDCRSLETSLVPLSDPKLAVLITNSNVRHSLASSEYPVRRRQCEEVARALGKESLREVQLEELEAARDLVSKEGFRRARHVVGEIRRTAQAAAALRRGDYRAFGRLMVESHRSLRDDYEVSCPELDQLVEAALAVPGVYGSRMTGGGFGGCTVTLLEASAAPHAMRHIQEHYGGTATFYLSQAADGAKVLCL
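Galactose (100 uM) and ATP (35 uM) were turned over by 5 nM GALK for 1 h at RT. Kinase-Glo Plus then converted the remaining ATP into a luminescent signal.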
Menin-MLL TR inh: menin-MLL binding inhibition, Texas Red mutant peptide; AID 1768; hit rate 0.23% among 270,000; Menin + Texas Red MLL mutant peptide, fluorescence polarization; Potency, µM (titrated, usually from 61.6 µM), without a hit: at the top dose FP activity change, negative = inhibition, usual class: inhibitors; O00255; active = well fitted inhibition curve with a large enough effect in the polarisation, with a control signal flat, not every such curve was filed as active; inconclusive = small, poorly fitted or top-dose-only effect, or effect the other way, or a change in a side signal; inactive = no such curve, though single readings can be large or run the other way; the % refers to the polarisation; also: potency is read from the fitted curve at half-maximal effect; % of control where 0% means no effect; many of its hits are not listed in these tables
Mito fusion yeast: inhibitors of mitochondrial division or activators of mitochondrial fusion | S. cerevisiae fusion-defective mutant growth rescue, CellTiterGlo 48 h | Potency, µM (top dose mostly 46.1 µM), without a hit: top-dose growth rescue (activation), hits mostly activators | hit rate 0.23% among 320,000 | AID 485298;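 also: potency is read from the fitted curve at half-maximal effect; % of control where 0% means no effect; nearly all actives have a fitted effect of over 45% in size; temperature-sensitive fusion mutants such as fzo1-1 at 37 °C on non-fermentable ethanol glycerol medium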
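Read-out: ATP-based luminescence (CellTiterGlo, 10 min ambient) reporting growth of fusion-defective ts yeast after 48 hours at 37C on glycerol/ethanol YPEG medium in the presence of compound.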
The depositor's hits bear a star; ? = inconclusive; nt = not tested or not shown; [ ] = remark or other dose. Unless noted, calls follow the shape of the dose curve; as a rule, active = well fitted curve in the direction sought with a large enough effect; inconclusive = small, poorly fitted or top-dose-only effect, or another doubt; inactive = no such curve, though single readings can be large; an effect the other way counts as inactive or inconclusive. An excerpt; rates above refer to the full screens.

SMILES | Eya2 inh | USP2a block | PKM2 act | ASM inhibitor | BCR signal inh | MBNL1-CUG inh | TSHR antagonist | hERG WT inh | GALK inh | Menin-MLL TR inh | Mito fusion yeast
COc1ccc(/C=C(/NC(=O)c2ccco2)C(=O)N2CCCCC2)cc1 | 6% | 0% | 0% | -3% | 0% | 12% | -12 | -2 | -1% | 5% | 5%
COc1ccc(N(C(=O)CSCC(=O)Nc2cc(C)on2)C(C(=O)NC2CCCCC2)c2ccc(O)c(O)c2)cc1 (stereo not drawn) | 2% | 3% | ? | 2% | 3% | nt | -10 | 27 | 2% | -3% | -1%
O=C(CC(C(=O)O)c1ccc(Cl)cc1)c1ccc(Br)cc1 (stereo not drawn) | 1% | 4% | nt | 3% | 0% | -1% | -9 | 0 | 0% | 27% | 8%
Cc1noc(C)c1S(=O)(=O)Nc1ccc2c(c1)C(=O)N([C@H](C)CO)C[C@H](C)[C@@H](CN(C)C(=O)NC(C)C)O2 | -3% | 1% | nt | -8% | -3% | nt | 4 | -12 | nt | nt | nt
COc1ccc(Cl)cc1NC(=O)CN(C)CC(=O)Nc1ccc(C)cc1Br | ? | -3% | -1% | -4% | -14% | 0% | -12 | 1 | 1% | 1% | -6%
O=C(CSCc1ccccc1)NCCc1ccc(F)cc1 | 0% | -1% | 2% | 1% | 5% | -4% | 1 | -8 | -1% | 2% | 6%
CC(OC(=O)c1ccc(Br)c(S(=O)(=O)N2CCOCC2)c1)C(=O)NC1CCCCC1C (stereo not drawn) | -25% | -1% | nt | -2% | -2% | nt | -11 | -1 | nt | nt | 8%
O=C(N/N=C/c1ccc(N2CCCCC2)o1)c1ccccc1[N+](=O)[O-] | 9% | 0% | ? | 0% | ? | ? | 6 | -4 | 3% | 2% | -4%
O=C(NCc1ccc2c(c1)OCO2)c1ccc(S(=O)(=O)N2CCOCC2)cc1 | 0% | 1% | -3% | 0% | 0% | -6% | 0 | -3 | 7% | 11% | -3%
COc1cc(CCC(=O)NCC2CCCO2)cc(OC)c1OC (stereo not drawn) | -22% | -1% | 0% | 7% | -1% | 1% | -1 | 3 | 4% | -7% | 1%
COc1ccccc1-c1nc(C#N)c(N2CCc3ccccc3C2)o1 | -12% | -1% | -2% | -1% | ? | 4% | -32 | 7 | -4% | 18% | 18%
C#CCOCCOCCOCCNc1nc(N2CCN(C(=O)Cn3cc(CCCCN)nn3)CC2)nc(N2CCN(C(=O)[C@H](CCCCN)n3cc(CCCC)nn3)CC2)n1 | 23% | 2% | nt | 0% | 6% | nt | -10 | -4 | nt | nt | -3%
CCN(CC)CC(O)COCCC12CC3CC(CC(C3)C1)C2 (stereo not drawn) | -12% | -2% | 4% | 2% | ? | 7% | 6 | 50 | 3% | -4% | -8%
Cn1c(SCC(=O)NCCN2C(=O)CSC2=O)nnc1-c1ccccc1 | 1% | -1% | -1% | 2% | 1% | -10% | -7 | 4 | 1% | -10% | -6%
CCO[C@H]1OC(C(=O)N2CCCCCCC2)=C[C@@H](C2CCCCC2)[C@@H]1CCCO | -3% | 10% | -1% | 1% | 28% | 12% | 5 | -4 | 2% | ? | 5%
Cc1ccc(/C=N/NC(=O)c2nnn(-c3nonc3N)c2CN(C)C)o1 | 7% | 2% | 4% | -1% | 1% | 9% | 13 | 6 | 15% | -13% | 2%
Cn1c(SCc2ccc(F)cc2)nnc1-c1ccncc1 | -26% | 0% | nt | -1% | 3% | ? | -4 | 0 | nt | ? | 1%
O=[N+]([O-])c1nn(-c2ccc3c(c2)OCCO3)n(O)c1=Nc1ccccc1 | -6% | -4% | 0% | -1% | ? | nt | 4 | 0 | 0% | ? | ?
O=C(NC1CCCCC1)N1CCN(c2ccccc2)CC1 | -6% | -1% | -1% | 4% | ? | -19% | 4 | -10 | 1% | 1% | -1%
O=C(NN=C1CCCC1)c1cccs1 | -2% | 0% | -4% | 2% | ? | -12% | 6 | -1 | -4% | -6% | 2%
CC(C)(C)n1nc2c(c1NC(=O)c1ccccc1S(=O)(=O)C(F)F)CS(=O)(=O)C2 | -10% | -3% | -5% | -1% | -3% | 0% | -26 | 8 | -1% | nt | -3%
O=C(C(Sc1ccccc1)c1ccccc1)N1CCN(c2ccccc2F)CC1 (stereo not drawn) | -12% | -2% | 15% | -3% | 4% | 0% | -12 | 0 | -1% | -13% | 13%
CCCC1=NN(C(=O)CCc2ccccc2O)C(O)(C(F)(F)F)C1 (stereo not drawn) | -6% | 5% | 15% | -1% | -5% | -5% | 19 | 3 | -2% | -6% | 8%
CCOC(=O)c1ccccc1NC1c2ccccc2C(=O)N1c1ccc(C)cn1 (stereo not drawn) | -11% | 2% | -15% | -4% | ? | -1% | 5 | 2 | -1% | -1% | 11%
Cc1ccccc1C(=O)NC1CC2CCCC(C1)N2C(=O)Nc1ccccc1 (stereo not drawn) | -2% | 2% | 5% | -4% | 5% | -2% | -10 | 15 | 0% | 5% | -10%

Next structures follow:
SMILES | Eya2 inh | USP2a block | PKM2 act | ASM inhibitor | BCR signal inh | MBNL1-CUG inh | TSHR antagonist | hERG WT inh | GALK inh | Menin-MLL TR inh | Mito fusion yeast
Cc1ccc(OCC(=O)Nc2cccc(S(=O)(=O)NC3=NCCCCC3)c2)cc1C | -2% | 2% | -1% | 0% | ? | 0% | -11 | -1 | -4% | -16% | 0%
CCOc1ccc(N(C)S(=O)(=O)c2ccc3[nH]cc(C(=O)NCCCOC)c(=O)c3c2)cc1 | 3% | 1% | nt | -17% | -1% | -3% | -12 | nt | -1% | 41%[activator] | 0%
COc1ccc(CNC(=O)Cn2nc([N+](=O)[O-])c(Br)c2C)cc1 | 0% | 1% | -2%[11.5 µM] | -5% | -3% | 8% | 12 | -6 | 6% | 7% | 2%
COc1ccc(-c2csc3ncnc(NCCN4CCOCC4)c23)cc1 | 1%[15.4 µM] | 7% | 0% | -1% | -1% | 4% | -22 | 14 | 1% | ? | -14%
Cc1ccc(S(=O)(=O)N2CCN(C(=O)c3sccc3-c3ccccc3)CC2)cc1 | 2% | -1% | -17% | 2% | 11% | -3% | -27 | -7 | 3% | nt | 3%
COc1ccc(N(CC(=O)Nc2cccnc2)S(=O)(=O)c2ccc(C)cc2)cc1Cl | 6% | 5% | 13% | -1% | -1% | -4% | -7 | -4 | -1% | 38%[activator] | 5%
O=C1c2ccccc2S(=O)(=O)N1Cc1ccccc1[N+](=O)[O-] | 10% | -1% | 4% | 1% | -9% | 6% | -10 | 1 | -1% | 4% | 5%
CC1CCc2c(sc3ncnc(NCCN4CCOCC4)c23)C1 (stereo not drawn) | -9% | -5% | -7% | 4% | -2% | 2% | 0 | -26 | 2% | nt | 9%
CN(C)CCCNC(=O)c1ccc(=O)[nH]n1 | -2% | 0% | 3% | 2% | -12% | -8% | -3 | 0 | 0% | nt | 1%
CCN(CC)c1nc2n(c(=S)n1)CCS2 | 6% | 2% | 1% | 0% | 2% | -13% | 3 | -5 | 10% | -4% | -2%
COc1ccc(CC(=O)Nc2nc3ccc(F)cc3s2)cc1S(=O)(=O)N1CCOCC1 | -35% | 0% | -2% | -2% | ? | -1% | -12 | -1 | 1% | ? | -2%

Two entries from above in a different format.
structure	Eya2 inh	USP2a block	PKM2 act	ASM inhibitor	BCR signal inh	MBNL1-CUG inh	TSHR antagonist	hERG WT inh	GALK inh	Menin-MLL TR inh	Mito fusion yeast
Cc1ccc(OCC(=O)Nc2cccc(S(=O)(=O)NC3=NCCCCC3)c2)cc1C	-2%	2%	-1%	0%	?	0%	-11	-1	-4%	-16%	0%
COc1ccc(N(CC(=O)Nc2cccnc2)S(=O)(=O)c2ccc(C)cc2)cc1Cl	6%	5%	13%	-1%	-1%	-4%	-7	-4	-1%	38%[activator]	5%

Screens deposited in PubChem BioAssay by National Center for Advancing Translational Sciences (NCATS).
